GPT2 inh = Primary qHTS assay for inhibitors of Glutamate pyruvate transaminase 2 (GPT2); Potency, µM (top dose mostly 57.7 µM), inactives show top-dose activity change, negative = inhibition, actives largely listed as inhibitors; Recombinant GPT2, coupled pyruvate oxidase/HRP Amplex Red fluorescence; 0.25% of 100,000 active; also: potency is read from the fitted curve at half-maximal effect; nearly all actives have a fitted effect of over 60% in size; many of its hits are not listed in these tables
Target sequence (Q8TD30 whole entry, looked up): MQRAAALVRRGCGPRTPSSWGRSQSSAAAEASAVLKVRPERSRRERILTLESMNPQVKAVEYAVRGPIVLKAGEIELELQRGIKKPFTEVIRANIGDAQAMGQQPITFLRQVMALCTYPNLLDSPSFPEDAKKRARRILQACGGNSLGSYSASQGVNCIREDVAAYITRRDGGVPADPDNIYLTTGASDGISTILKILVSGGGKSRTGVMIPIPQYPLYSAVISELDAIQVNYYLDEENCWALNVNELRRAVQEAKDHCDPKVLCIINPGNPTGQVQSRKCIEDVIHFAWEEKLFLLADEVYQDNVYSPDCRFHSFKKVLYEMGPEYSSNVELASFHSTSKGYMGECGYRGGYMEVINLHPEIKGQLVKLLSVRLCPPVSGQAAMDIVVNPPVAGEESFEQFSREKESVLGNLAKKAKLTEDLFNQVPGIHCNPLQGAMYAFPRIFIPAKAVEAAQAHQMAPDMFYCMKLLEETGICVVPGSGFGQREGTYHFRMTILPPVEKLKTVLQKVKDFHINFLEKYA
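Fluorescence of coupled pyruvate oxidase/HRP/Amplex Red system (50uM Amplex, 30 min, dark) reports pyruvate formed by GPT2. Enzyme reaction: 10ng/uL GPT2, 2mM L-alanine, 250uM a-KG, 30 min room temperature, pH 7.5; 50uM AOA control.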
IP6K1 inhibitor = Primary qHTS assay for small molecule inhibitors of Inositol hexaphosphate kinase 1 (IP6K1) | Inositol hexakisphosphate kinase 1 (Homo sapiens), Q92551 | IP6K1 kinase, ADP-Glo luminescence, 2 h; hits give low values | activity change, % (series mostly up to about 58 µM) | 0.81% of 140,000 active; in the data active = activity change below about -25%
Target sequence (Q92551 whole entry, looked up): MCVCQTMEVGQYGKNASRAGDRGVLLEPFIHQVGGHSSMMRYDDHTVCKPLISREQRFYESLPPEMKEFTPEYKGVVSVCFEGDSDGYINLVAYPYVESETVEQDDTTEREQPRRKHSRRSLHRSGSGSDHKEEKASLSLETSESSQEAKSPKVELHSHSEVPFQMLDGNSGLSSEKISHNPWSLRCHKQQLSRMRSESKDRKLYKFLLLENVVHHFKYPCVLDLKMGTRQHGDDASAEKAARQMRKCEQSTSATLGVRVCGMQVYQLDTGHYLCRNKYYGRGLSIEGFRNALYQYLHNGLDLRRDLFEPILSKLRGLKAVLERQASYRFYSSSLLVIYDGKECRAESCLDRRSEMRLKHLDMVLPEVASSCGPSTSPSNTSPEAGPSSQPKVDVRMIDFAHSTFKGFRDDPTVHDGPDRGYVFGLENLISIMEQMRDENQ
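ADP-Glo luminescence measures ADP made by human IP6K1 during a 2 h RT reaction with ATP/IP6 (mix at 1.3 mM/130 uM); top library doses 57.5 and 19.1 uM final.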
SNCA expr inhib = Primary qHTS assay for inhibitors of alpha-synuclein gene (SNCA) expression | HEK-293 SNCA-luciferase knock-in, luminescence, 24 h | Potency, µM (series often up to 57.2 µM), for inactives: at the top dose activity change, negative = inhibition, hits mostly inhibitors | 0.17% of 140,000 active;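 also: potency is read from the fitted curve at half-maximal effect; plate controls were DMSO cells for no effect and cell-free wells for full effect; nearly all actives have a fitted effect of over 45% in size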
HEK293 viab = GF-AFC viability counterscreen for inhibitors of alpha-synuclein gene (SNCA) expression; HEK-293-SNCA-luc viability, GF-AFC fluorescence, 24 h; Potency, µM (highest dose often 57.1 µM), inactives show top-dose activity change, negative = cytotoxicity, actives largely listed as cytotoxic; 0.12% of 150,000 active; AID 1671193, 2021;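 also: potency is read from the fitted curve at half-maximal effect; 0% = DMSO-treated cells and -100% = medium-only wells without cells; nearly all actives have a fitted effect of over 30% in size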
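Cytotoxicity counterscreen: after 24 h compound treatment of genome-edited SNCA-luciferase HEK-293 cells, live-cell protease substrate GF-AFC read by fluorescence after 30 min; activity scaled between DMSO (0%) and medium-only (-100%), curves Hill-fitted.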
HEK cytotox = Cytotoxic Profiling in HEK 293 Cell Line of Diverse Libraries Using Quantitative High-Throughput Screening; 6.6% of 94,000 active; Potency, µM (series often up to 115 µM), for inactives: at the top dose activity change, negative = cytotoxicity, most hits filed as inhibitors; HEK 293 viability, ATP luminescence (CellTiter-Glo), 48-72 h; also: potency is read from the fitted curve at half-maximal effect; nearly all actives have a fitted effect of over 60% in size
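CellTiter-Glo luminescence (cellular ATP) was read after 48 or 72 hr of compound exposure at 37 degree Celsius. Cells were HEK 293 plated at 250 cells/well.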
NIH3T3 tox = Cytotoxic Profiling in NIH 3T3 Cell Line of Diverse Libraries Using Quantitative High-Throughput Screening | NIH 3T3 viability, CellTiter-Glo ATP luminescence, 48-72 h | Potency, µM (highest dose often 96.7 µM), for the others: at the top dose activity change, negative = cytotoxicity, actives largely listed as inhibitors | 4.3% of 94,000 active | AID 1345082, 2018; also: potency is read from the fitted curve at half-maximal effect; nearly all actives have a fitted effect of over 55% in size
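Viability of NIH 3T3 cells after 48 or 72 hr compound treatment at 37 °C was assessed by CellTiter-Glo, with luminescence imaged following a 10 min room-temperature step.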
Luciferase inh = Firefly luciferase inhibition profiling of diverse chemical library using quantitative high-throughput screening; Luciferin 4-monooxygenase (Photinus pyralis), P08659; purified P. pyralis luciferase, luminescence, biochemical; Potency, µM (highest dose often 115 µM), for the others: at the top dose activity change, negative = inhibition, actives largely listed as inhibitors; 2.5% of 76,000 active; AID 1347043, 2019; also: potency is read from the fitted curve at half-maximal effect; nearly all actives have a fitted effect of over 65% in size
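Biochemical qHTS: compound (6-point titration) added to 10uM D-luciferin plus 10uM ATP in Tris acetate pH 7.5 buffer with Mg, Tween-20 and BSA, then purified enzyme at 10nM; light output imaged.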
An asterisk follows results filed as active; i = inactive; ? = inconclusive; . = no result given; & = joins results of further samples; [ ] = remark or other dose. Unless noted, calls follow the shape of the dose curve; as a rule, active = well fitted curve in the direction sought with a large enough effect; inconclusive = small, poorly fitted or top-dose-only effect, or another doubt; inactive = no such curve, though single readings can be large; an effect the other way counts as inactive or inconclusive. Unless noted, % is scaled to controls: 0 for no effect and ±100 for the full control effect. A portion of the library; rates above refer to the full screens.

SMILES | GPT2 inh | IP6K1 inhibitor | SNCA expr inhib | HEK293 viab | HEK cytotox | NIH3T3 tox | Luciferase inh
c1ccc(CN(Cc2ccccn2)[C@@H]2C[C@@H]3CO[C@H](c4ccccc4)C[C@@H]3C2)cc1 | . | 10 | . | . | ? | ? | .
Cc1nc(CCNS(=O)(=O)c2cccnc2)no1 | -29% | 13 | -14% | 9% | -5% | -5% | -12%
NC(=O)[C@@H]1CCCN1CC[C@H]1CN(C(=O)c2ccnc(Cl)c2)CC[C@H]1CC(=O)O | 0%[88.5 µM] | -8 | -2%[87.6 µM] | 5%[87.6 µM] | 0%[172 µM] | -31%[174 µM] | -8%[172 µM]
CO[C@H]1C(=O)N(C)C2(CCN(C(=O)c3cccs3)CC2)[C@@H]1C(=O)N(C)c1ccccc1 | . | 3 | . | . | -4% | ? | .
Cc1ccc(CN2CCC3(Cc4ccccc4NC3=O)C2)cc1 (stereo not drawn) | i | -9 | -2%[87.6 µM] | 5%[87.6 µM] | ? | -25%[138 µM] | 3%[172 µM]
CC1(C)[C@H]2CC=C(CN3CCC(CCC(=O)N4CCN(c5ccccc5)CC4)CC3)[C@@H]1C2 | i | 0 | -8% | -4% | ? | -18% | 0%
O=C1CCC(=O)N1CC(=O)N1CCCCCC1c1nnc(-c2ccccc2)o1 (stereo not drawn) | -14% | 6 | 2% | -21% | 2% | -4% | 0%
CCCCOC(=O)N1C[C@@H](C(=O)OCC)[C@@H]2Oc3cc(OC)ccc3[C@@H]21 | . | 3 | . | . | ? | ? | .
CN(CC1CCOC1)S(=O)(=O)c1ccc(F)c(F)c1 (stereo not drawn) | i | 20 | 3% | 8% | 0% | i | -3%
NCCCN1C(=O)CC[C@H]2CN(C(=O)c3ccc4c(c3)CCC4)CC[C@H]21 | i | 2 | 3% | 10% | 2% | -2% | -6%
Cc1ccc(CNC2(Cc3cc(-c4ccccn4)on3)COC2)o1 | ? | 19 | 15%[87.6 µM] | 2%[87.6 µM] | -36%[172 µM] | -16%[174 µM] | -4%[172 µM]
CCc1cccc(NC(=O)Cn2c(=O)n(CCc3ccc(OC)c(OC)c3)c(=O)c3ccccc32)c1 | . | 11 | -22% | 9% | . | . | .
Cc1ccc(C)c([S+](=O)([O-])c2nnn3c2nc(NCc2ccncc2)c2ccccc23)c1 | 4% | 3 | -6% | -20% | -20% | ? | .
C[C@@H]1CN(C2CCN(C(=O)c3cc[nH]c3)CC2)C[C@H](C)O1 | -3% | 36 | 24% | 10% | 1% | i | -10%
Cc1ccc(-n2c(=O)[nH]c3cc(C(=O)NCc4ccccc4)ccc3c2=O)cc1 | . | 3 | -4% | 17% | . | . | .
CCCC(=O)N1c2nc(-c3ccco3)nn2C2(CCCCC2)[C@@H]2CCCC[C@@H]21 | . | 15 | -7% | ? | . | . | .
CCOc1ccccc1CNC(=O)c1cc(NC(C)=O)cc2nc(C)ccc12 | 4% | 14 | 5% | 0% | ? | -23% | -1%
CCc1noc(C)c1C(=O)N[C@H]1CCOC[C@H]1C1CCOCC1 | -8% | 5 | 8% | -5% | 0% | 3% | -6%
COc1cccc(C(=O)Nc2ccccc2-c2nnc(-c3cc(OC)ccc3Br)o2)c1 | . | 17 | -13% | -6% | . | . | .
CN1c2cc(C(=O)NC3CCCCCC3)ccc2C(=O)N2CCCCC21 (stereo not drawn) | i | -14 | 75%[activator] | ? | ? | -24% | -32%
CCOC(=O)CSc1nnc2n(-c3ccccc3)c(=O)c3c4c(sc3n12)COC(C(C)C)C4 (stereo not drawn) | . | -10 | ? | 13% | . | . | .
Cc1ccc(CNC(=O)c2nc(SCc3ccccc3C)ncc2Cl)cc1 | . | 23 | 32%[activator] | 9% | . | . | .
Cc1noc([C@@H]2CN(C3CCN(Cc4ccccc4)CC3)C[C@H]2CO)n1 | -14% | -3 | -1% | -6% | -10% | -8% | 8%
CCOC(=O)[C@@H]1[C@@H](OC(N)=O)C(=O)N(Cc2ccccc2)C12CCN(C(=O)C1CC1)CC2 | . | -3 | . | . | -3% | ? | .
Cc1ccc(S(=O)(=O)Cc2nc(-c3ccc(C(=O)NCc4ccccc4C)cc3)oc2C)cc1 | . | 9 | 32%[activator] | 5% | . | . | .
COCCC(=O)NC1CCN(c2cnn(Cc3ccccc3)c(=O)c2)CC1 | -3% | 11 | -23% | 6% | -2% | 5% | -2%
O=S(=O)(c1cccc(F)c1)N1CCC(n2cnnc2C2CC2)CC1 | i | 8 | 0% | 2% | 10% | -10% | 10%
Cc1nnc2ccc(N3CCCC3)nn12 | i | -8 | -4% | 3% | i | 0% | -3%
CCOc1ccc(NC(=O)N(Cc2c[nH]c3ccccc23)C2CCCCCC2)cc1 | . | -2 | 90%[activator] | 1% | . | . | .
CCOC1CCOC2(CCN(C(=O)c3ccco3)CC2)C1 (stereo not drawn) | 4% | 7 | ? | -5%[12.5 µM] | 0% | i | 6%
O=C(CN1CC2CC(C1)[C@H]1CCCC(=O)N1C2)NCc1ccc(F)cc1 (stereo partly drawn) | i | 29 | 1% | 10% | 8% | i | -3%
COc1ccc(NC(=O)O[C@@H]2C=C[C@H](c3c(C)nn(-c4ccc(C)c(Cl)c4)c3C)C2)cc1 | 1% | 3 | 60%[activator] | -12% | ? | ? | -6%

Quoted at random: two compounds from above, in no set order.
SMILES | GPT2 inh | IP6K1 inhibitor | SNCA expr inhib | HEK293 viab | HEK cytotox | NIH3T3 tox | Luciferase inh
Cc1nnc2ccc(N3CCCC3)nn12 | i | -8 | -4% | 3% | i | 0% | -3%
O=C(CN1CC2CC(C1)[C@H]1CCCC(=O)N1C2)NCc1ccc(F)cc1 (stereo partly drawn) | i | 29 | 1% | 10% | 8% | i | -3%

Continuation.
SMILES | GPT2 inh | IP6K1 inhibitor | SNCA expr inhib | HEK293 viab | HEK cytotox | NIH3T3 tox | Luciferase inh
COc1ccc(-c2noc(-c3nc(-c4ccc5c(c4)OCO5)no3)n2)c(OC)c1 | -7% | -16 | -16% | 4% | 4% | 3% | -10%
CN(C)c1nc2c(c(=O)[nH]1)CCN(Cc1cccc(Br)c1)CC2 | -9% | -3 | -7% | 0% | ? | -23% | 17%
CCCn1ccc2sc(C)c(C(=O)NCc3cc(F)ccc3F)c2c1=O | i | 15 | 0% | -1% | ? | 1% | 4%
Cn1ncc2c(C(=O)NCCCc3ccccc3)cc(-c3cccc(F)c3)nc21 | . | 2 | . | . | ? | -23% | .
c1ccc(-c2nc3ncccc3[nH]2)nc1 | 2%&-10%[88.5 µM] | 0&-14 | 83%&63%[activator][87.6 µM] | 12%&-4%[87.6 µM] | ? | ? | -31%[230 µM]
COc1ccccc1Cn1cc(C(=O)c2ccc(F)cc2)c(=O)c2cc3c(cc21)OCO3 | . | -15 | ? | 0% | . | . | .
Cc1ccccc1C(=O)Nc1ccnn1C1CCN(C(=O)C2(N)CCC2)CC1 | i | 7 | 10% | 7% | -1% | -2% | -1%
COc1ccc(CCNC(=O)CC(c2cccc(F)c2)c2cn(C)c3ccccc23)cc1OC (stereo not drawn) | -22% | -7 | 10% | 3% | 20µM* | 22µM* | -16%
Cc1cccc(CN2C[C@]34C=C[C@H](O3)C(C(=O)N(C)Cc3nnc(C)o3)C4C2=O)c1 (stereo partly drawn) | i | -5 | 4% | 0% | -10% | i | 6%
Cc1nnc2ccc(N3CCCC(NC(=O)c4ccccc4F)C3)nn12 (stereo not drawn) | . | 0 | . | . | ? | ? | .
Cc1ccc(C)c(-c2[nH]c3c(c2-c2c(-n4cccc4)n(C)c(=O)n(C)c2=O)c(=O)n(C)c(=O)n3C)c1 | . | 21 | -9% | 0% | . | . | .
CCS(=O)(=O)c1ncc(N(Cc2ccco2)Cc2sccc2C)c(C(=O)Nc2cc(C)ccc2C)n1 | . | 22 | ? | 8% | . | . | .
O=C(Nc1nnc(S(=O)(=O)N2CCOCC2)s1)c1cccc(F)c1 | . | 11 | 121%[activator] | -4% | . | . | .
O=c1[nH]nc2n1CCC(NS(=O)(=O)c1ccc3c(c1)CCC3)CC2 (stereo not drawn) | i | -9 | 5% | 7% | -25% | -21% | -12%
COc1ccc(Cl)cc1NC(=O)CSC1=Nc2ccccc2C2=NC(CC(=O)NCc3ccc4c(c3)OCO4)C(=O)N12 (stereo not drawn) | . | -5 | -11% | -15% | . | . | .
O=C(c1ccccc1OCC1CCCNC1)N1CCCCC1 (stereo not drawn) | -9% | -6 | -29% | -3% | ? | i | 2%
Cc1nnc(N2CCN(c3ccccc3)CC2)c2c1nnn2Cc1ccc(F)cc1 | . | 16 | 16% | 0% | . | . | .
C#CCN(C)C(=O)c1c(-c2ccc(OC)cc2)noc1[C@H](C)O | i | -16 | -9%[87.6 µM] | 1%[87.6 µM] | 12%[172 µM] | 2%[138 µM] | 5%[172 µM]
CC1(C)CC2CC(C)(CN2C(=O)CCC2(Cc3ccco3)CCC(=O)N2)C1 (stereo not drawn) | i | 10 | -15% | 1% | 5% | i | 8%
Cc1cc2ncc(C(=O)N(C)Cc3cccnc3)cn2n1 | -13%[88.5 µM] | 5 | 4%[87.6 µM] | 4%[87.6 µM] | i | i | .
Cn1ncc2c(C(=O)NCC3CC3)cc(-c3ccc(C(F)(F)F)cc3)nc21 | . | -5 | . | . | 32µM* | ? | .
CCC1=Nc2cc(C(=O)NC3CCCC3)ccc2Sc2ccc(Br)cc21 | . | 21 | -20% | -23% | . | . | .
CCc1ccc(CN2CCC([C@@H]3CNC[C@H]3CO)CC2)cc1 | 2% | -10 | ? | -2%[12.5 µM] | ? | ? | -5%
COc1ccc(C)cc1S(=O)(=O)N1CCN(c2cccc(Cl)c2)CC1 | . | 12 | ? | -1% | . | . | .
COCc1cc(CNC(=O)CC2C(=O)NCCN2Cc2ccccc2)[nH]n1 (stereo not drawn) | -2% | 4 | ? | -19% | -4% | -8% | 4%
COC1CCN(CC2CCCCCN2C(=O)NCc2ccc(F)cc2)CC1 (stereo not drawn) | 1% | -8 | -1% | -4% | -3% | -23% | 0%
Cc1[nH]c2ccc(C(=O)N3CCN(c4ccccc4F)CC3)cc2c1C | . | -21 | -9% | 3% | . | . | .
O=C1NCc2ccccc2CC12CCN(CC1CC=CCC1)C2 (stereo not drawn) | i | 6 | 1% | 5% | -19% | -8% | .
